Assay outcomes deposited in PubChem by several laboratories.
SUMO1-SIM PPI: SUMO1-SIM interaction modulation. SUMO1 binding to a labelled peptide, TR-FRET, 1 h. inhibition, % at 20 µM. 360,000 compounds, 0.33% hits; in the data active means inhibition above about 37%
Target sequence (P63165 whole entry, looked up): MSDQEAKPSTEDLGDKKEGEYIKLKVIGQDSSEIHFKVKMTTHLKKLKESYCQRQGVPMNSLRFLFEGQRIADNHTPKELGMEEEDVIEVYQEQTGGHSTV
DNMT1 inh: inhibitors of human DNMT1. P26358. DNMT1 molecular beacon, Hinp1I cleavage, fluorescence. inhibition (reported as % activation of signal), % at 10 µM. 360,000 compounds, 0.83% hits; in the data active means inhibition above about 50%
Neddyl block: cullin neddylation inhibition; P61081+Q13564; AID 651699; TR-FRET cullin neddylation, biochemical; calls only at 25 µM; 360,000 compounds, 0.58% hits; in the data active means inhibition above about 36%
Target sequence (P61081 whole entry, looked up): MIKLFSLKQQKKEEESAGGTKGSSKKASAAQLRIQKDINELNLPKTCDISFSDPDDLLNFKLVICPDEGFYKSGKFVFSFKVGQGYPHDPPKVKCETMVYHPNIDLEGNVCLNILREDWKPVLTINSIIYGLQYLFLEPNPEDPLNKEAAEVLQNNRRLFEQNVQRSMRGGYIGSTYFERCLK
Target sequence (Q13564 whole entry, looked up): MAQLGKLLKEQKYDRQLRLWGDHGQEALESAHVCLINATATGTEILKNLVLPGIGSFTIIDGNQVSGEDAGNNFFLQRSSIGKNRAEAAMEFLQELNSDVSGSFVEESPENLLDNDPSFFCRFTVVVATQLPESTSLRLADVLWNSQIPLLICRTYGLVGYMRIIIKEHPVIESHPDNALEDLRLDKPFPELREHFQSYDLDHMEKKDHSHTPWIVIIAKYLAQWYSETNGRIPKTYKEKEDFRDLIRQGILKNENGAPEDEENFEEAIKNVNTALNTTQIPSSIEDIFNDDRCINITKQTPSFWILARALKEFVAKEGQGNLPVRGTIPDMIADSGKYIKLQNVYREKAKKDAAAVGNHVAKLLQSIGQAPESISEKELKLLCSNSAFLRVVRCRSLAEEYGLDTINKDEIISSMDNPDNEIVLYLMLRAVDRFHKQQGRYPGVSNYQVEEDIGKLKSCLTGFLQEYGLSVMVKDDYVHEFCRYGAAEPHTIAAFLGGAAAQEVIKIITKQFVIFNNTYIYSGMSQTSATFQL
SKN-1 block: C. elegans SKN-1 inhibition | C. elegans VP596 Pgst-4::GFP/RFP ratio, acrylamide-induced, 24 h | inhibition, % at 21.8 µM | 360,000 compounds, 0.49% hits;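 active means interference check ratio from 0.5 to 1.5 plus GFP to RFP signal ratio inhibition reaching or exceeding a fixed threshold, cut at about 30% in these data, passing the limit was not always enough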; further: some compounds called inactive have numbers as strong as hits
NRP1-CendR mod: modulators of CendR peptide binding to human neuropilin-1. FAM-RPARPAR peptide binding to NRP-1, fluorescence polarization. AID 602438. 360,000 compounds, 0.85% hits. inhibition, % at 25 µM;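 active means inhibition or corrected inhibition above about 18%, plus a signal ratio from 0.5 to 1.5, limit read from the data, passing the limit was not always enough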; further: strong numbers were not always called active
STEP block: inhibitors of human striatal-enriched phosphatase STEP; 360,000 compounds, 0.25% hits; inhibition, % at 20 µM; recombinant STEP, OMFP fluorogenic substrate, fluorescence; P54829;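 active means inhibition at 20 µM, scaled per plate between control wells, above about 37%, limit read from the data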;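 further: 0% = DMSO with enzyme and substrate and 100% = substrate only without enzyme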
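Also added – OMFP at 25 µM · Test system – STEP tyrosine phosphatase · Technique – FITC-channel fluorescence of OMFP product · Schedule – 20 min at room temperature, dark · Evaluation – control-normalized % inhibition with plate pattern correction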
Scp-1 inhibitor: blocks human Scp-1 phosphatase activity; 340,000 compounds, 0.88% hits; Recombinant Scp1, phosphopeptide, malachite green phosphate absorbance; inhibition, % at 20 µM; Q9GZU7;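 active means inhibition above about 50% at 20 µM, limit read from the data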;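 further: plate controls were DMSO wells with enzyme for no effect and wells lacking enzyme for full effect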
Target sequence (Q9GZU7 76-261 limits assumed): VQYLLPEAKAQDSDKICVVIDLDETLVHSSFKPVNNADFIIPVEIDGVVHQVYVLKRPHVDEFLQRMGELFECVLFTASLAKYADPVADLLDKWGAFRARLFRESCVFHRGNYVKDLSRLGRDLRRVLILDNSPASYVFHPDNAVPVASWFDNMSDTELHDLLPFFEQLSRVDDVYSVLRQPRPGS
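Test system: SCP-1 catalytic domain; Buffer or medium: Acidic Tris acetate buffer with magnesium and detergent; Also added: Phosphorylated 17-residue peptide substrate; Compound: single 20 µM dose, 1% DMSO; Schedule: enzyme reaction 45 min at room temperature, colour 5 min, stabilisation 30 min; Signal: Phosphate-binding colour reagent, absorbance read at 630 nm.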
LMPTP inh: LMPTP (human) inhibition; recombinant LMPTP-A, OMFP fluorogenic substrate, fluorescence intensity; P24666; inhibition, % at 20 µM; 360,000 compounds, 0.22% hits;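 active means compounds that cut the enzyme signal by at least half of the control window in the single-dose screen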;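 further: plate controls were DMSO wells with enzyme plus substrate for no effect and substrate without enzyme for full effect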
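Test system: LMPTP-A, protein tyrosine phosphatase of low molecular weight; Input: 0.625 nM enzyme; Incubation: 50 min dark incubation at room temperature; Signal: endpoint fluorescence intensity from OMFP dephosphorylation; Read-out basis: % inhibition versus control wells.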
TbMetRS inhib: blocks T. brucei methionyl-tRNA synthetase activity; AID 624268; 360,000 compounds, 0.4% hits; inhibition, % at 11.9 µM; purified T. brucei MetRS, ATP depletion, Kinase-Glo luminescence;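 active means inhibition above a per-plate cutoff of the control wells' mean inhibition plus 3 SD, cut at about 5.5% in these data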;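 further: 0% = DMSO wells median and 100% = median of wells with control inhibitor compound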
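Dosing: 11.9 µM compound single dose, 0.9% DMSO; Assay system: purified T. brucei MetRS enzyme; Measured by: Kinase-Glo luciferase luminescence reporting remaining unconsumed ATP; Schedule: 15 min plus 2 h at 25 °C.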
NadD block: NadD (S. aureus) enzyme inhibition | AID 602399 | inhibition, % at 20 µM | 360,000 compounds, 0.78% hits | purified NadD enzyme, colorimetric absorbance read-out; in the data active means inhibition above about 26%; further: some compounds past the cut are filed as inactive
* = called active by the depositor; i = inactive; · = no result given.

SMILES	SUMO1-SIM PPI	DNMT1 inh	Neddyl block	SKN-1 block	NRP1-CendR mod	STEP block	Scp-1 inhibitor	LMPTP inh	TbMetRS inhib	NadD block
CCOC(=O)N1CCC(NC(=O)c2ccc3c(c2)N(C)CCS3)CC1	-2	5	·	1	-9	0	2	0.7	0.0	-3
Cc1ccc(SC(C)C(=O)N2CCC(C(N)=O)CC2)cc1 (centres undefined)	1	-5	i	-4	-11	0	-3	-1.7	-0.5	-6
COc1ccc2nc(/N=C/c3c(C)[nH]n(-c4ccc(C)cc4C)c3=O)sc2c1	1	1	i	7	-53	-6	-2	-1.2	0.1	1
COC(=O)c1ccc(OC)cc1OCC(=O)N1CCN(c2ccc(F)cc2)CC1	-2	2	i	-2	10	-4	-6	-1.9	0.0	2
CCOC(=O)c1ccc(CNC(=O)CSc2nnnn2-c2ccc(Cl)cc2)o1	-1	-3	i	-4	5	0	-3	0.3	-0.3	-6
Cc1cccc(C(=O)NCC(=O)N2CC=C(c3ccccc3)CC2)c1	1	-4	i	0	11	5	-9	-0.3	-0.3	-4
C(=N\N1CCN(C2c3ccccc3-c3ccccc32)CC1)/c1ccccn1	-5	-8	i	-19	-3	1	-4	6.2	-1.9	16
COc1cc(OC)cc(-n2nnnc2SCC(=O)NC2CCCC2)c1	0	0	i	9	3	-2	-15	-2.1	0.2	-11
NCCCCCNC(=O)/C=N\O	-1	2	i	0	3	3	0	0.0	0.0	-2
Cc1ccc(OCC(=O)Nc2ccc3c(c2)OCCO3)cc1C	4	6	i	5	-5	1	1	3.2	-1.4	-5
COCCn1cnnc1SCC(=O)Nc1sc2c(c1C#N)CCC2	4	17	i	-19	-26	-1	20	1.9	0.0	6
CC(C)(C)c1ccc(-c2csc(NC(=O)CN3C(=O)NC4(CCCCC4)C3=O)n2)cc1	-1	54*	i	16	-26	6	-17	0.7	-0.3	20
COc1ccc(CN2C(=O)c3cccnc3C2=O)cc1S(=O)(=O)N1CC(C)Oc2ccccc21 (centres undefined)	-29	0	i	-7	15	1	-6	0.3	-0.5	-2
COc1ccc(-n2nc(C(=O)NCC(=O)N3CCCC(C)C3)c3ccccc3c2=O)cc1Cl (centres undefined)	-9	-2	i	-17	2	-1	-4	1.0	-0.6	1
Cc1ccc(OCC(=O)Nc2ccc(Cl)cc2)c([N+](=O)[O-])n1	-29	0	i	-9	-4	-2	-5	0.2	0.2	-3
Cc1cc(Cl)ccc1C(O)c1ncc(-c2ccc3ccccc3c2)[nH]1 (centres undefined)	0	-3	i	28	0	2	·	1.2	0.4	6
CC1(C(=O)Nc2ccc3c(c2)OCCO3)CCN1Cc1csc2ccccc12 (centres undefined)	3	-2	i	-1	2	-2	·	1.6	-0.1	-1
CCCOc1ccc(Cc2nn[nH]n2)cc1	-6	1	i	5	-4	3	-6	-1.3	-0.3	0
CCN(Cc1ccccc1)C(=O)c1cc2cc(OC)c(OC)cc2[nH]1	-3	-1	i	-8	9	1	-19	-1.1	0.4	-8
CC(C)c1nc(SCC(=O)Nc2cccc(S(N)(=O)=O)c2)n[nH]1	1	0	i	9	5	1	-3	-0.3	0.0	-1
c1ccc2nc3c(nc2c1)CCc1nonc1-3	-20	2	i	10	-1	3	-9	-1.1	1.0	-6
O=C(NC1=NCCS1)c1ccc(Cl)c(S(=O)(=O)N2CCCC2)c1	2	7	i	-5	9	0	-1	0.7	-0.3	2
COc1cc(NC(=S)N2CCN(CCO)CC2)c(OC)cc1Cl	1	-4	i	3	5	3	-4	-1.6	-0.4	6
CS(=O)(=O)N(CC(=O)N1CCCCC1)Cc1ccc(Cl)cc1	0	-2	i	-1	0	-2	-7	-1.4	-0.5	-1
Cc1ccsc1C(=O)OCc1csc(-c2ccccc2)n1	-4	-8	i	-1	-7	1	-19	2.8	-1.4	3
Cc1ccc(/C=N/NC(=O)c2ccc(C(=O)N/N=C/c3ccc(C)s3)o2)s1	3	-10	·	-5	-24	-8	-2	0.6	-0.4	8
CS(=O)(=O)N(CC(=O)NC1CCCC1)C1CCCCC1	1	1	i	-14	2	2	0	-1.2	-0.5	-2
O=C(NCC1CCCO1)c1nn2cccnc2c1Cl (centres undefined)	-5	-1	i	8	13	3	11	-0.9	-1.3	-2
Cc1cccc[n+]1CC(=O)c1ccc2c(c1)OCCO2	1	-1	i	12	0	1	-3	-0.2	-0.3	3
COc1ccc(OC)c(Nc2nc(-c3sc(N)nc3C)cs2)c1	6	-38	i	10	2	2	-3	2.5	-0.7	32*

Some of the entries so far, with values under each structure.
Sequence of screens – SUMO1-SIM PPI, DNMT1 inh, Neddyl block, SKN-1 block, NRP1-CendR mod, STEP block, Scp-1 inhibitor, LMPTP inh, TbMetRS inhib, NadD block
COc1cc(NC(=S)N2CCN(CCO)CC2)c(OC)cc1Cl
→ 1, -4, i, 3, 5, 3, -4, -1.6, -0.4, 6
Cc1cccc[n+]1CC(=O)c1ccc2c(c1)OCCO2
→ 1, -1, i, 12, 0, 1, -3, -0.2, -0.3, 3

Next results
SMILES	SUMO1-SIM PPI	DNMT1 inh	Neddyl block	SKN-1 block	NRP1-CendR mod	STEP block	Scp-1 inhibitor	LMPTP inh	TbMetRS inhib	NadD block
CC(=O)Oc1ccc(C(=O)Nc2nccs2)cc1	0	-3	i	3	-18	0	6	-2.3	-0.8	0
COc1ccccc1NS(=O)(=O)c1ccc(C)c(NS(=O)(=O)c2cc(NC(C)=O)ccc2OC)c1	5	13	i	4	11	5	19	1.8	0.0	5
COCCCNC(=O)C(=O)N/N=C/c1cc2c(cc1Br)OCO2	-26	-1	i	-4	1	0	-3	-0.4	-0.4	0
CCC(=O)c1ccc(OCC(=O)OC(C)C(=O)NCc2ccc3c(c2)OCO3)cc1 (centres undefined)	5	2	i	-4	8	0	-3	-1.0	-0.3	-6
Cc1c(CCOC(=O)c2ccccc2)sc[n+]1Cc1ccccc1	-2	-3	i	11	8	1	-7	-0.1	0.5	4
O=C(CC1C(=O)NCCN1C/C=C/c1ccccc1)NCCc1cccnc1 (centres undefined)	-1	2	i	2	11	0	-14	0.6	-0.2	-5
Cc1nc2ccccc2c(=O)n1CCN1CCOCC1	2	2	i	6	-6	0	-3	0.0	-0.5	-5
CC(=O)NS(=O)(=O)c1ccc(NC(=O)C(Sc2ccccc2)c2ccccc2)cc1 (centres undefined)	1	-1	i	-4	1	0	-4	-2.1	2.8	-10
BrC(/C=N/Nc1nc(N2CCOCC2)nc(N2CCOCC2)n1)=C/c1ccccc1	-10	-1	i	-3	-5	2	-3	1.3	-0.2	2
CCOc1ccccc1C(=O)NC(C(=O)OCC(=O)Nc1nnc(-c2ccccc2)o1)C(C)C (centres undefined)	9	-1	i	4	1	3	-2	-0.7	-1.0	23
Cc1ccccc1N1CCN(C2CCCN(C(=O)c3ccsc3)C2)CC1 (centres undefined)	-2	3	i	12	-1	-2	-5	0.5	-0.5	-2
O=C(O)c1cccc(NC(CNS(=O)(=O)c2ccc(Cl)cc2)c2ccccc2)c1 (centres undefined)	3	-4	i	1	18	-4	-3	1.0	-0.1	11
Cc1ccc(/C=C2/CCc3c([nH]c4ccccc34)C2=O)cc1	-1	-1	i	-18	-12	2	-11	-0.3	-0.7	11
O=C(NCc1ccccc1)c1cc(S(=O)(=O)N2CCCCC2)ccc1N1CCOCC1	3	8	i	-3	4	-2	8	-1.5	0.3	0
COc1cc(O)oc1C=Nc1ccc(Oc2ccccc2)cc1	-8	-17	i	-2	-48	-4	-5	-0.7	-0.2	7
Cc1c(OC(C)C(=O)N[C@@H](Cc2ccccc2)C(=O)O)ccc2c3c(c(=O)oc12)CCCC3 (some centres undefined)	9	-3	·	14	-18	0	4	-1.0	1.5	4
CC1Cn2c(nc3sc4c(c3c2=O)CC(C)(C)OC4)N1CCO (centres undefined)	9	-1	i	16	-7	2	-13	-1.1	-1.1	-4
CCOC(=O)c1ccc(-c2c(-c3ccc4c(c3)OCO4)noc2-c2ccsc2)cc1F	5	2	i	0	15	1	-11	3.0	-0.3	2
O=C(NCCCN1CCOCC1)c1onc(CSc2nc3ccccc3[nH]2)c1C(=O)NCCCN1CCOCC1	-25	0	i	-10	11	0	0	-8.4	-0.2	-5
Cc1ccc(-c2cc(C(=O)Nc3ccc(S(=O)(=O)Nc4cc(C)on4)cc3)c3ccccc3n2)c(C)c1	8	-5	i	0	-8	5	11	4.1	0.7	43*
O=C(NCc1ccccc1)C1CCCN(S(=O)(=O)c2cccc3nonc23)C1 (centres undefined)	-15	-1	i	12	-30	0	-5	-1.7	0.0	-5
O=C(COC(=O)c1ccc(Cl)nc1)Nc1ccc(N2CCOCC2)cc1	-2	1	i	-17	0	1	-1	0.6	-0.2	-5
CCN(CC)S(=O)(=O)c1cc(NC(=O)c2ccc(-n3cncn3)c([N+](=O)[O-])c2)ccc1C	-31	-6	i	-2	6	-1	-7	0.7	18*	0
O=C1OC(Nc2ccc3ncccc3c2)c2ccccc21 (centres undefined)	-7	-17	i	11	5	-5	7	4.7	-1.0	1
Cc1ccc(NC(=O)c2nc3nccc(C)n3n2)cc1S(=O)(=O)N1CCCCC1	6	-2	i	-8	-26	0	-2	-1.4	-0.4	-3
COC(=O)c1ccc(CSc2nnc(NC(=O)C3CC(=O)N(c4ccc5c(c4)OCCO5)C3)s2)cc1 (centres undefined)	5	0	i	6	-13	0	-8	2.6	1.1	23
O=C(Cn1c(CO)nc2ccccc21)Nc1ccc2c(c1)OCCCO2	1	2	i	-2	-39	-2	1	-0.8	0.2	6
COC(=O)c1ccc(/C=C2/SC(=S)N(CCCC(=O)Nc3ccc(O)cc3)C2=O)cc1	-16	-3	i	2	8	3	-2	15	-0.4	14
C=C(C)CSc1nc2c(cc1C#N)CCC2	0	0	i	22	2	2	-10	-0.8	0.2	2
Cc1cc2nc(-c3cccnc3SCC(=O)NC(C)C)[nH]c2cc1C	2	1	i	3	-2	-3	-3	1.5	-1.2	-1
C[C@H]1COC(=O)[C@H](Cc2ccc(F)cc2)C/C=C\C[C@H](CC(=O)NCCO)C(=O)N1	0	7	i	9	-7	-3	-5	0.1	0.8	-1
CC1CCCCN1C(=O)CSc1nnc(-c2ccco2)o1 (centres undefined)	6	1	i	4	6	1	2	0.1	-0.2	1

By substructure: the compounds so far containing a cyano group.
SMILES	SUMO1-SIM PPI	DNMT1 inh	Neddyl block	SKN-1 block	NRP1-CendR mod	STEP block	Scp-1 inhibitor	LMPTP inh	TbMetRS inhib	NadD block
COCCn1cnnc1SCC(=O)Nc1sc2c(c1C#N)CCC2	4	17	i	-19	-26	-1	20	1.9	0.0	6
C=C(C)CSc1nc2c(cc1C#N)CCC2	0	0	i	22	2	2	-10	-0.8	0.2	2
